Assay outcomes deposited in PubChem by National Center for Advancing Translational Sciences (NCATS).
ELG1 genotox: genotoxicity induction in ELG1-luciferase HEK293T cells; HEK293T ELG1-luciferase reporter, luminescence, 16 h; Potency, µM (top dose mostly 46 µM), inactives show at the highest dose activity change, positive = activation, actives largely listed as activators; 1.3% of 330,000 active; also: % of control where 0% means no effect; nearly all actives have a fitted effect of over 60% in size
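Luminescence read-out: rising ELG1-luciferase signal, reflecting elevated ELG1 protein under genetic stress, flags genotoxic compounds. Cells were treated for 16 hr at 37 °C before ONE-Glo detection.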
Gal4-VP16 FLuc: Gal4-VP16 reporter inhibition counter-screen | Potency, µM (series often up to 53.6 µM), for inactives: at the top dose activity, negative = inhibition, most hits filed as inhibitors | Drosophila S2 Gal4-VP16 UAS-luciferase, luminescence, 20 h | 3.5% of 310,000 active;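 also: Gal4-VP16 expression switched on by copper sulfate through the metallothionein promoter; % is scaled to controls: 0 for no effect and ±100 for the full control effect; nearly all actives have a fitted effect of over 50% in size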
CXXC DNA block: MLL CXXC-DNA interaction inhibition | Q03164 | MLL-CXXC / FITC-HOXA9 DNA fluorescence polarization | Potency, µM (series often up to 115 µM), for inactives: top-dose activity change, negative = inhibition, hits mostly inhibitors | 0.037% of 290,000 active | AID 2662; active = well fitted inhibition curve with a large enough effect in the polarisation, with a control signal flat, not every such curve was filed as active; inconclusive = small, poorly fitted or top-dose-only effect, or effect the other way, or a change in a side signal; inactive = no such curve, though single readings can be large or run the other way; the % refers to the polarisation
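Fluorescence polarization: 7 uM MLL-CXXC (stock) preincubated 5 min with compounds, then 50 nM fluorescein-HOX-A9 DNA (stock) added; 30 min ambient. Buffer 50 mM Tris-HCl pH 7.5, 50 mM NaCl, 1 mM DTT, 0.05% BSA.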
MBNL1-CUG inh: MBNL1-poly(CUG) RNA binding inhibition; Q9NR56; TR-FRET MBNL1-His/biotin-(CUG)12 binding, 665/545 ratio; Potency, µM (doses to about 57.5 µM), inactives show top-dose activity change, negative = inhibition, most hits filed as inhibitors; 0.036% of 280,000 active; AID 2675; active = well fitted inhibition curve with a large enough effect in the signal ratio, with a control signal flat, not every such curve was filed as active; inconclusive = small, poorly fitted or top-dose-only effect, or effect the other way, or a change in a side signal; inactive = no such curve, though single readings can be large or run the other way; the % refers to the signal ratio; also: % is scaled to controls: 0 for no effect and ±100 for the full control effect
Target sequence (Q9NR56 whole entry, looked up): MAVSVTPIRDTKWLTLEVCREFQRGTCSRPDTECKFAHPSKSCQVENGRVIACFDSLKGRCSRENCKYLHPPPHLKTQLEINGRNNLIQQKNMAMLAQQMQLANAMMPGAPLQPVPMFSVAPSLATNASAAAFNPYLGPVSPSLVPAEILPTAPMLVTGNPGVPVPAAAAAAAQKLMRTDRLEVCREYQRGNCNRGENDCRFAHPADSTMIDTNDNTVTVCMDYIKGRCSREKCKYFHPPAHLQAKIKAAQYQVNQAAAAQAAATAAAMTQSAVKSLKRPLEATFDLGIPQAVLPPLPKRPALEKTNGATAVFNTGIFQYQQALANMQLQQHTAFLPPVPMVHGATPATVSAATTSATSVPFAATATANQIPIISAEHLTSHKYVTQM
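Compound titration spanned 92 nM–58 uM against the MBNL1-His/biotin-(CUG)12 complex. After 60 min at room temperature with 5 nM streptavidin-XL665 and 0.055 ng/ul terbium anti-His, ratiometric 665/545 nm emission (Ex 340 nm) normalized to controls.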
p53 reactivation: mutant p53 re-activation in reporter cells | H1299 p53-A138V BP100-luciferase reporter, luminescence, 24 h | Potency, µM (doses to about 92.2 µM), inactives show at the highest dose activity change, positive = activation, most hits filed as activators | 0.063% of 320,000 active; also: % of control where 0% means no effect; nearly all actives have a fitted effect of over 45% in size
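H1299 (p53-null), stable ts p53-A138V + BP100-Luc; 1000 cells/well, Opti-MEM/10% FBS; cpd 4 pt, 1:5; 24 h, 37 deg C, 5% CO2; detection reagent 10 min RT; luminescence.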
RORgamma inh: ROR gamma (mouse) transcription inhibition; AID 2551; Drosophila S2 Gal4-RORgamma UAS-luciferase reporter, 20 h; P51450; 5.4% of 310,000 active; Potency, µM (series often up to 53.6 µM), without a hit: top-dose activity change, negative = inhibition, hits mostly inhibitors; also: % is scaled to controls: 0 for no effect and ±100 for the full control effect; nearly all actives have a fitted effect of over 60% in size
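Stably transfected Drosophila Schneider cells are the test system, with ROR gamma fused to Gal4 and luciferase under UAS control; luminescence is read after 20 hr of 700 uM copper sulfate induction at ambient temperature.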
BRCA1 expr up: activators of BRCA1 expression; MCF7-BRCA1-FFLuc reporter, luminescence, 48 h; response scale: scaled: vehicle 0%, 10 µM genistein 100%; 1.1% of 380,000 active; AID 624202; Potency, µM (series often up to 46.1 µM), without a hit: at the top dose activation, usual class: activators; also: nearly all actives have a fitted effect of over 80% in size; some results filed as inactive show a strong effect at the top dose
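MCF7-BRCA1-FFLuc cells, 2000/well in phenol-red-free MEM, attached 2 h then treated 48 h at 37 C. Luciferase luminescence read 15 min after reagent; normalized to genistein maximum activation (10microM) and DMSO, concentration-response fitted.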
NPC1 prom act: activates the NPC1 promoter. AID 485313. Potency, µM (top dose mostly 9.22 µM), for inactives: top-dose activation, usual class: activators. 2.4% of 320,000 active. Huh7 NPC1 promoter luciferase reporter, 24 h;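 also: % of control where 0% means no effect; nearly all actives have a fitted effect of over 60% in size; reporter is driven by a mutant NPC1 promoter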
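In 1536-well qHTS, Huh7 cells harboring an NPC1 promoter–luciferase construct received compound for 24 h; activation was quantified by luminescence following luciferase reagent addition.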
FLuc modulator: counter-screen for miR-21 project: firefly luciferase inhibitors or activators. purified FLuc, Km substrates, luminescence inhibition. Potency, µM (series often up to 57.5 µM), for inactives: top-dose activity change, negative = inhibition, actives largely listed as inhibitors. 6.9% of 360,000 active;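 also: plate controls were vehicle for no effect and reference inhibitor for full effect; nearly all actives have a fitted effect of over 55% in size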
Target sequence (P08659 whole entry, looked up): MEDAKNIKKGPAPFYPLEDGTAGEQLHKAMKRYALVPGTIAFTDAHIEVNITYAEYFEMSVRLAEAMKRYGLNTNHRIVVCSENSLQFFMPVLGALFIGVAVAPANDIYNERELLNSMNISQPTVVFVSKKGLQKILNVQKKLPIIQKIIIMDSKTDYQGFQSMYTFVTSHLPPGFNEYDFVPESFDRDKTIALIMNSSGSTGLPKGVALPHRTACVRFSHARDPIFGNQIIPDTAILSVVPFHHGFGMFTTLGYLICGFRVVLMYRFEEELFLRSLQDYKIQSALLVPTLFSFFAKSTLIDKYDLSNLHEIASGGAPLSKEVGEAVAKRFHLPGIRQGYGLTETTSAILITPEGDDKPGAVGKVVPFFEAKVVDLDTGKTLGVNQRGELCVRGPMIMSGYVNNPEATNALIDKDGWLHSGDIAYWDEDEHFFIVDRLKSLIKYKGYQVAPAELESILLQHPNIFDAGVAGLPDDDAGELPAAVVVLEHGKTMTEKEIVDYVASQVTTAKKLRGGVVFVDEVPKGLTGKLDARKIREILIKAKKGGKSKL
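Purified P. pyralis luciferase, 10 nM final, with Km-level 10 uM D-luciferin and 10 uM ATP in 50 mM Tris acetate pH 7.5, 10 mM Mg acetate, 0.01% Tween-20, 0.05% BSA; 6-point qHTS titration about 60 µM downward; luminescence read.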
Rab9 prom act: activates the Rab9 promoter. Potency, µM (top dose mostly 9.22 µM), for inactives: at the highest dose activation, negative = inhibition, usual class: activators. Huh7 Rab9 promoter-luciferase reporter, luminescence, 24 h. 2.8% of 320,000 active; also: % of control where 0% means no effect; nearly all actives have a fitted effect of over 60% in size
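Cell-based reporter: Huh7 stable for Rab9 promoter-driven luciferase, plated in reduced-serum medium with 10% FBS at 1500 cells/well, compound-treated 24 h at 37 °C, luminescence read after 10 min reagent.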
uPA generation: blocks generation of uPA at the cell surface | AID 540303 | Potency, µM (series often up to 38.3 µM), for the others: at the top dose activity change, negative = inhibition, usual class: inhibitors | cell surface uPA generation assay, qHTS | 0.31% of 330,000 active; active = well fitted inhibition curve with a large enough effect; inconclusive = small, poorly fitted or top-dose-only effect; inactive = no such curve, though single readings can be large or run the other way; tested in mouse RAW 264.7 cells; also: % is scaled to controls: 0 for no effect and ±100 for the full control effect; nearly all actives have a fitted effect of over 55% in size
* hit, by the source's call; ? = inconclusive; · = not tested or not shown; & = joins results of further samples; [ ] = dose if it differs, or a comment. Unless noted, calls follow the shape of the dose curve; as a rule, active = well fitted curve in the direction sought with a large enough effect; inconclusive = small, poorly fitted or top-dose-only effect, or another doubt; inactive = no such curve, though single readings can be large; an effect the other way counts as inactive or inconclusive. Potency is read from the fitted curve at half-maximal effect. A portion of the library (hit frequency here may not be typical).

Each structure is followed by: ELG1 genotox	Gal4-VP16 FLuc	CXXC DNA block	MBNL1-CUG inh	p53 reactivation	RORgamma inh	BRCA1 expr up	NPC1 prom act	FLuc modulator	Rab9 prom act	uPA generation
CN(C)S(=O)(=O)c1ccc(C(=O)OCC(=O)Nc2cccnc2Cl)cc1
  1%	-2%[10 µM]	9%	-9%	2%	-11%	26%	2%	-3%	-2%	-1%
CCN1CCN(CCc2nc3cc([N+](=O)[O-])ccc3n2C)CC1
  -6%	1%	2%	?	-2%	5%	-16%	0%	1%	-2%	3%
O=c1c2ccccc2n(Cc2ccccc2F)c(=O)n1Cc1ccccc1F
  0%	-8%	-7%	19%	0%	21%	-4%	-20%	1%	-2%	2%
O=C(CCc1ccccc1)NNC(=O)c1ccccc1Br
  -1%	0%	-12%	·	-6%	3%	1%	-1%	0%	-3%	3%
CN1C(C(=O)Nc2ccc(F)cc2F)=CC(c2cccs2)=NS1(=O)=O
  1%	-3%	·	?	·	-11%	-4%	-1%	5%&-8%	1%	-23%
COc1ccc(OC)c(NC(=O)CSc2sc3c(O)cc(=O)[nH]c3c2C#N)c1
  0%	1%	0%	29%	6%	-10%	-25%	0%	6%	-2%	12%
Cc1ccc(S(=O)(=O)NC2=NCN(Cc3ccccc3)CN2)cc1
  -1%	-2%	10%	-1%	3%	8%	-1%	0%	3%	-2%	0%
O=C(CCNC(=O)C1CCN(S(=O)(=O)c2ccc(F)cc2)CC1)NCc1ccc(F)cc1
  -1%	2%	-3%	-11%	12%	24%	4%	1%	0%	2%	2%
CCOC(=O)CN1C(=O)S/C(=C\c2ccc3c(c2)OCO3)C1=O
  11%	12%	-2%	?	17%	?	-4%	5%	21µM*	-4%	4%
C/C(=C\c1ccccc1)C(=O)NCc1ccco1
  ?	8%	-7%	0%	4%	10%	?	10%	?	?	-18%
CCn1cc(C2=NC(C(C)C)CO2)c2ccccc21 (stereo not given)
  ?	?	10%	-8%	2%	10µM*	-14%	-3%	-14%	-1%	-5%
C#CCOCCOCCOCCNc1nc(N2CCN(C(=O)[C@H](Cc3cc4ccccc4[nH]3)n3cc(C(N)CC(C)C)nn3)CC2)nc(N2CCN(C(=O)[C@H](CCC(=O)O)n3cc(C(N)[C@H](C)CC)nn3)CC2)n1 (stereo not given in full)
  3%	2%	-1%	-12%	3%	13%	3%	1%	-1%	-2%	7%
Cc1ccc(S(=O)(=O)N2CCC(=O)N(CCOCc3ccc(F)cc3)CC2)cc1
  -1%	-4%	-9%	?	-5%	33%	-10%	-2%	2%	-3%	8%
Cc1cccc(C)c1OCCNC(=O)CCC(=O)c1ccccc1
  0%	?	-6%	-10%	0%	1%	-9%	0%	1%	1%	-2%
CC1CCN(S(=O)(=O)c2ccc3c(c2)oc(=O)n3CC(=O)N2c3ccccc3CC2C)CC1 (stereo not given)
  -2%	-4%	-5%	7%	-1%	-1%	-24%	-1%	3%	1%	-5%
Cc1ccc(C)c(OCc2cc(C(=O)N3CCN(c4ccccc4C)CC3C)no2)c1 (stereo not given)
  -3%	3%	1%	-2%	-12%	?	72%	14%	3%	23%	-2%
CCCSc1nc2c(cnn2-c2ccccc2)c(=O)[nH]1
  1%	3%	3%	-18%	3%	-4%	-15%	-1%	2%	-3%	-19%
CC(C)Oc1ccc(CNC(=O)Cn2ccc3cc(S(=O)(=O)N4CCCC4)ccc32)cc1
  -1%	-1%	5%	2%	10%	22%	2%	7%	3%	-1%	-12%
CCCCCc1nc2c(=O)n(C)c3ccccc3c2o1
  2%	7%	-1%	3%	23%	20%	51%	15%	-19%	?	1%
Cc1nnc(SCC(=O)NC(C)(C)C)n1NCc1cccc(Br)c1
  -1%	10%	-4%	-11%	-36%[inhibitor]	-15%	0%	1%	5%	0%	1%
CCOc1ccc(C2NCCc3cc(OC)c(OC)cc32)cc1OC (stereo not given)
  4%	3%	17%	6%	5%	-16%	35%	-3%	2%	-1%	9%
C=C1c2ccc(C)cc2NC(=O)N1c1ccccc1
  11%	25%	4%	7%	10%	?	-45%	-3%	-11%	2%[1.84 µM]	9%
CCOc1ccccc1OCCCC(=O)NNC(=O)c1cc(C)oc1C
  1%	·	·	·	-3%	·	11%	0%	6%	-7%	7%
Cc1sc2ncn(CC(=O)OCC(=O)NC(C)(C)C)c(=O)c2c1C
  1%	-2%	-3%	-11%	-3%	-24%	0%	0%	1%	1%	-4%
N#C/C(=C\c1c(Oc2ccc(Cl)cc2)nc2ccccn2c1=O)C(=O)NC1CCS(=O)(=O)C1 (stereo not given)
  -6%	-7%	15%	?	10%	-22%	-63%[inhibitor]	-4%	1%	0%	-12%
O=C(c1ccc(F)cc1)N1CCCC(N2CCN(Cc3ccc4c(c3)OCO4)CC2)C1 (stereo not given)
  -9%	0%	0%	-3%	18%	5%	4%	-2%	0%	-8%	0%
O=C1c2[nH]nc(-c3ccccc3O)c2C(c2ccccc2F)N1Cc1ccco1 (stereo not given)
  -7%	-5%	5%	-4%	-6%	?	-47%	-1%	3%	-3%	5%
Cc1cc(C)n2nc(C(=O)N/N=C/c3cccc(Cl)c3)nc2n1
  4%	1%	0%	?	-2%	5%	15%	-5%	?	1%	-2%
O=C(N/N=C/c1c[nH]c2ccccc12)c1ccn(Cc2ccc(Cl)cc2)n1
  -2%	-2%	18%	5%	0%	6%	-17%	-3%	?	-1%	-1%
O=C(CN(C(=O)CNC(=O)c1ccco1)c1ccc(F)c(Cl)c1)NC1CCCCC1
  1%	-1%	7%	-12%	-4%	0%	-7%	-5%	2%	-3%	-4%
CC(=O)Nc1ccc(N2CCc3c(C)c(C#N)c4nc5ccccc5n4c32)cc1
  4%	-8%	4%	·	2%	6%	·	-17%	3%	-14%	·
COc1ccc(C(CNC(=O)C2COc3ccccc3O2)N2CCCC2)cc1 (stereo not given)
  0%	·	·	·	-1%	·	-3%	-1%	9%	-5%	-7%
COC(=O)CC1Nc2ccccc2SC1=O (stereo not given)
  -1%	-5%	0%	-8%	0%	19%	-15%	2%	1%	2%	3%
CCOC(=O)Cn1nc(C)c(NC(=O)c2ccc(Cl)c([N+](=O)[O-])c2)c1C
  -1%	?	-4%	?	10%	-24%	0%	-5%	5%	7%	0%
COc1ccc2c(=O)c3c(=O)n(Cc4ccco4)c(-c4ccco4)nc3oc2c1
  5%	2%	28%	32%[activator]	0%	-7%	15%	2%	?	-3%	·
O=C(CCNC(=O)c1ccccc1Cl)NCC(c1ccco1)N1CCCC1 (stereo not given)
  13%	·	·	·	2%	·	2%	-2%	2%	-1%	0%
O=C(NCC1CCCO1)c1cccc(S(=O)(=O)N(Cc2ccccc2)c2ccccc2)c1 (stereo not given)
  2%	·	·	·	4%	·	-25%	-3%	5%	-1%	1%
COc1ccc(NC(=O)c2c(C(F)(F)F)nn(C)c2SCc2ccccc2Cl)cc1
  -6%	-8%	0%	-9%	1%	-16%	-6%[1.84 µM]	-3%	-1%	-1%	0%
COc1cccc(-n2c(C)nn(CCOc3ccccc3)c2=O)c1
  9%	-9%	-6%	-3%	1%	43%	51%	7%	-3%	24%	0%
CCOc1cc(C2C(C#N)=C(N)OC(C)=C2C(C)=O)c(Br)c(Br)c1OC(C)C (stereo not given)
  ?	13µM*	-5%	0%	?	?	-33%	-5%	-2%	-5%	-3%
C=CCNC(=O)c1ccccc1NC(=O)C1CC(=O)N(C(C)C)C1 (stereo not given)
  0%	1%	7%	-9%	·	-4%	-9%	2%	5%	-1%	0%
CCc1cc[n+](-c2nc3ccccc3nc2[N-]S(=O)(=O)c2ccc(Br)s2)cc1
  -1%	?	4%	?	-5%	-26%	-20%	-3%	0%	-4%	2%
COc1ccc(C(=O)Nc2ccc(N3CCN(c4ccc(OC)cc4)CC3)c(C#N)c2)cc1
  3%	-20%	28%	2%	-6%	14%	-15%	1%	2%	-1%	-2%
Cc1ccc(CN/C=C/C(=O)c2ccc(Br)cc2)cc1
  5%	-10%	-7%	4%	24%	24%	51%	20%	17µM*	20%	0%
Cc1ccc(N/C(N)=N/c2nc(CSc3nnc(N)s3)cc(=O)[nH]2)cc1
  -1%	-5%	3%	·	11%	18%	3%	2%	-7%	1%	9%
CCN(CC)c1ccc(NC(=O)/C=C\c2ccccc2Cl)cc1
  7.3µM*	-6%[0.365 µM]	5%	?	12%	35%	3.2µM*	26%	2.7µM*	27%	-18%
Cc1cc(NC(=O)Nc2ccccc2[N+](=O)[O-])no1
  11%	-8%	-2%	?	0%	18%	44%	11%	?	4%	-1%
